# Screens as filed in PubChem.
# N370S GC mod: qHTS Assay for Inhibitors and Activators of N370S glucocerebrosidase as a Potential Chaperone Treatment of Gaucher Disease; N370S GC spleen homogenate, 4MU-glucoside fluorescence; Potency, µM (highest dose often 59.4 µM), for the others: at the top dose activity change, negative = inhibition, most hits filed as inhibitors; actives 0.092% (n = 330,000); AID 2101, 2009;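 further: 0% = full enzyme activity and -100% = no enzyme basal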
# TDP1 cell noCPT: qHTS for Inhibitors of human tyrosyl-DNA phosphodiesterase 1 (TDP1): qHTS in cells in absence of CPT | DT40 Tdp1-/- hTDP1 cells, no CPT, ATP luminescence, 48 h | actives 15% (n = 420,000) | Potency, µM (top dose mostly 46.2 µM), without a hit: at the highest dose activity change, negative = growth inhibition, actives largely listed as inhibitors; further: nearly all actives have a fitted effect of over 55% in size
#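 Luminescent ATP content (CellTiter-Glo) served as the growth readout. Knockout chicken DT40 cells expressing human TDP1 were exposed to compounds without camptothecin for a minimum 48 hr at 37 °C.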
# TDP1 inh: qHTS Assay for Inhibitors of Tyrosyl-DNA Phosphodiesterase (TDP1) | Tyrosyl-DNA phosphodiesterase 1 (Homo sapiens), Q9NUW8 | recombinant TDP1, AlphaScreen DNA substrate cleavage | Potency, µM (doses to about 130 µM), without a hit: at the top dose activity change, negative = inhibition, most hits filed as inhibitors | actives 0.28% (n = 350,000) | AID 485290, 2010; further: nearly all actives have a fitted effect of over 40% in size
# Target sequence (Q9NUW8 whole entry, looked up): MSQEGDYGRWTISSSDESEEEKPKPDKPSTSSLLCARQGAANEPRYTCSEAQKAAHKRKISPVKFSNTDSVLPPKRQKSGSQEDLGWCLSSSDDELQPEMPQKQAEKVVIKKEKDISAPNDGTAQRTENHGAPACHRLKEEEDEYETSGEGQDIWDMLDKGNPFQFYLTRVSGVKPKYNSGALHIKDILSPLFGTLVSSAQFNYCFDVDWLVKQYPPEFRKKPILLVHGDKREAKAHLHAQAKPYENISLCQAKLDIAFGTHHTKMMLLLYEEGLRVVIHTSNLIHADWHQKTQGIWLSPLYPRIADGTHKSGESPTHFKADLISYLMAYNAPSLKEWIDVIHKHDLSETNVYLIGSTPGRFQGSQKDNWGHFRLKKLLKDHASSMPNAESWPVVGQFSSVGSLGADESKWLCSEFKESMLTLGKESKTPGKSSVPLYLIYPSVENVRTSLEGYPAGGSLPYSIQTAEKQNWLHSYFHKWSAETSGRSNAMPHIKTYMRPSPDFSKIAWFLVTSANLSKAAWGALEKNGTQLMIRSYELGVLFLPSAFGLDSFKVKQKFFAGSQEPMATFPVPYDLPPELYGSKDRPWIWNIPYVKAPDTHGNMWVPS
#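 Enzyme-compound mixtures sat 15 min at room temperature, followed by a 5 min reaction with 15 nM final substrate and 10 min with AlphaScreen beads. Recombinant human Tdp1 was used at 1 nM final.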
# Numbers without * were called inactive; u = inconclusive; x = no result given; & = joins results of further samples; [ ] = dose if it differs, or a comment. The call rests on the fitted dose curve; in most records, active means well fitted curve in the direction sought with a large enough effect; inconclusive means small, poorly fitted or top-dose-only effect, or another doubt; inactive means no such curve, though single readings can be large; an effect the other way counts as inactive or inconclusive. Unless noted, on the % scale 0 is the no-effect control and ±100 the full control effect; potency means the concentration at half of the fitted maximal effect. The list is partial; count on the stated rates, not on these rows.
SMILES,N370S GC mod,TDP1 cell noCPT,TDP1 inh
Cc1n[nH]c(=O)nc1NC(C)c1ccccc1 (stereo not given),5%,1%,4%
CCC(NC(=O)c1ccc2nc(Cc3ccc(OC)cc3)oc2c1)c1ccncc1 (stereo not given),-23%,3.7µM*,5%
Cc1ccccc1NS(=O)(=O)c1ccc(NC(=O)c2nc3ncccn3n2)cc1,-1%,2%,4%
Cc1ccc(C)c(S(=O)(=O)N2CCCC2CNC(=O)C(=O)NCc2ccccc2C)c1 (stereo not given),-9%,u,x
O=C(NCc1ccc(F)cc1)c1cc2ccccc2o1,28%,-11%,-9%
CCN(CC)C(=O)C1CCN(CC2CC=CCC2)CC1 (stereo not given),3%,0%,-5%
CC1CCCCN1Cc1c(C#N)c2ccccc2n1C (stereo not given),4%,u,0%
O=C(NC1CCCc2ccccc21)c1ccc(S(=O)(=O)N2CCOCC2)cc1 (stereo not given),-5%,u,0%
CCOc1ccc(OCC)c(NC(=O)CN2CCN(c3cc(C)ccc3C)CC2)c1,0%,23µM*,-8%
Nc1nc(-c2cc(-c3ccccc3)no2)cs1,-7%,u,x
O=C(NC(Cc1ccccc1)C(=O)O)/C(=C\c1ccco1)NC(=O)c1ccco1 (stereo not given),5%,3%,-3%
COc1ccc(N2CCN(C(=O)c3nn(C)c4c3CS(=O)(=O)c3ccccc3-4)CC2)cc1,-5%,u,6%&1%
C=C(C)c1cccc(C(C)(C)NC(=O)N2CCC(C)CC2)c1,-1%,u,2%
Cc1cc(C)c(S(=O)(=O)N2CCCC(C(=O)N3CCCC3)C2)c(C)c1 (stereo not given),-16%,u,2%
Cn1c(N)c(C(=O)CCl)c(=O)n(Cc2ccccc2)c1=O,-13%,5.8µM*,4%
Cc1ccc(S(=O)(=O)N2CC(O)CC2C(=O)OCC(=O)Nc2ccc([N+](=O)[O-])cc2C(F)(F)F)cc1C (stereo not given),x,-28%,1%
CCOC(=O)N1CCN(C(=O)c2ccc3c(c2)NC(=O)C(N2CCOCC2)S3)CC1 (stereo not given),4%,-28%,-6%
O=S(=O)(NC(=NC1CCCCC1)c1ccccc1)c1ccccc1,-17%,-9%,2%
Cc1nc(Cl)c2c(n1)NC(=O)CO2,-1%,1%,x
C=C(C)c1nc(N)nc(N)n1,3%,-28%,3%
CCN1CCN(Cc2ccc(NC(=O)c3cc(NC(=O)C(=O)c4c[nH]c5ccccc45)cc(OC)c3)cc2C(F)(F)F)CC1,u,21µM*,5%
Cc1ccc(Nc2c(-c3ccc(C)s3)nc3cccc(C)n23)cc1,x,13µM*,6%
COc1cc(C(=O)N=c2sccn2C)c([N+](=O)[O-])cc1OC,-18%,6%,8%
CCCCSc1nnc2nc(C)cc(C)n12,3%,1%,5%
O=C(N/N=C/c1cccc([N+](=O)[O-])c1)c1ccc2c(c1)OCCO2,-6%,u,8%
COc1ccc(S(=O)(=O)N2CCN(c3ccc(C)cc3C)CC2)cc1OC,2%,u,2%
COc1ccc(NC(=O)C2CCCN2c2nn3c(=O)cc(C)nc3s2)cc1 (stereo not given),3%,u,x
O=C(COC(=O)c1cc([N+](=O)[O-])ccc1NCCO)NCc1cccs1,-2%,3%,5%
CC1(OC(=O)CCc2ccccc2)C(=O)C=C2C=C(c3ccc(C#N)cc3)N(CCc3c[nH]c4ccccc34)C=C2C1=O (stereo not given),-5%[12.8 µM],-28%,-1%[12.3 µM]
COc1cc(OC)cc(C(=O)Nc2nc(CC(=O)NCCc3ccccc3)cs2)c1,-12%,u,-9%
COC(=O)c1sc(S(=O)(=O)Nc2ccc(C)c(C)c2)c(C(=O)OC)c1C,14%,u,0%
COc1ccc(CC(=O)Oc2cc(C)[nH]c(=O)c2[N+](=O)[O-])cc1,7%,8%,-8%
CSc1nnc(NC(=O)c2ccco2)s1,-7%,5%,x
NS(=O)(=O)c1cc(C(=O)Nc2ccc3c(c2)OCCCO3)ccc1Cl,-9%,-19%,x
Cc1cccc[n+]1CC(=O)Nc1ccc([N+](=O)[O-])cc1Cl,-16%,-11%,4%
NC(=O)c1ccccc1N(Cc1ccccc1)S(=O)(=O)c1ccccc1,4%,-24%,0%
COc1ccc(-c2nnn(CC(=O)NCCc3c[nH]c4ccccc34)n2)cc1OC,-5%,u,6%
CCCNC(=O)c1ccc(Cn2c(SCC(=O)NC(C)C)nc3ccccc3c2=O)cc1,x,-5%,5%
COc1ccc(NC(=O)CS(=O)(=O)c2ccc(F)cc2)cc1,-24%,16%,x
CN(CCOc1ccc(CC2SC(=O)NC2=O)cc1)c1ccccn1 (stereo not given),-9%,u,9%
O=C(CCCCC(=O)NNC(=O)COc1ccccc1)NNC(=O)COc1ccccc1,-18%,16%,5%
Cc1cc(C)n2nc(C(=O)OCC(=O)c3ccc(F)cc3)nc2n1,-3%,-4%,x
COc1ccc(S(=O)(=O)n2nc(-c3ccc(Cl)cc3)cc2N)cc1OC,7%,u,1%
COc1ccc(-c2cc(C(F)(F)F)nc(SCC(=O)Nc3ccc(C(C)=O)cc3)n2)cc1,x,u,3%
COc1ccc(-n2c(C)ccc2C)c([N+](=O)[O-])c1,-8%,2%,3%
O=C(O)C(CCCCNS(=O)(=O)c1ccc(F)cc1)NS(=O)(=O)c1ccc(F)cc1 (stereo not given),-13%&-2%,1%&-1%,x
O=C(COc1ncnc2ccc(Br)cc12)Nc1ccc(N2CCOCC2)cc1,-21%,0%,8%
CCOC(=O)c1oc2c(CN3CCCCC3C)c(O)ccc2c(=O)c1-c1ccc(OC)c(OC)c1 (stereo not given),-4%,-11%,4%
Cc1ccc(CNC(=O)C2c3ccccc3C(=O)N3CCc4ccccc4C23)o1 (stereo not given),16%,23µM*,4%
O=C(CCC(=O)N1CCOc2ccccc21)NCCCN1CCN(Cc2ccccc2)CC1,6%,u,x

# The listing continues:
SMILES,N370S GC mod,TDP1 cell noCPT,TDP1 inh
O=C(NCc1ccc(F)cc1)C(c1ccncc1)N(C(=O)c1csnn1)C1CC1 (stereo not given),0%,-8%,2%
Cc1cccc(C(=O)NCCN(C)C)c1,13%,1%,2%
Cc1ccc(N(CC(=O)N2CCOCC2)S(C)(=O)=O)cc1C,u,-3%,-6%
Cc1cc(C)n(-c2nnc(Nc3ccc(C(C)C)cc3)c3ccccc23)n1,x,u,-1%
CC(=O)N[C@@H](CCCNC(=N)N)C(=O)N[C@H](CC1CCCCC1)C(=O)N[C@@H]1CCC2SC[C@@H](C(=O)N[C@H](CCCNC(=N)N)C(=O)N[C@H](Cc3ccc(Cl)cc3)C(N)=O)N2C1=O (stereo not given in full),-4%,x,9%
O=C(c1cccs1)N(c1ccc(Cl)cc1)C1C=CS(=O)(=O)C1 (stereo not given),5%,u,7%
COc1ccc(CNC(=O)CSc2nccn(-c3ccc(F)c(F)c3)c2=O)cc1,6%,-18%,-7%
COc1ccc(CNCc2c(C(=O)O)c(C)n(Cc3ccccc3C)c2C)c(OC)c1,x,u,8%
CC(C)=CCN1CCN(Cc2cccn2-c2ccccn2)CC1CCO (stereo not given),17%,-17%,8%
O=C1CC(c2ccc(Cl)cc2)c2cc3c(cc2N1)OCCO3 (stereo not given),x,u,9%
CCNC(=S)NNC(=O)c1c(Cl)c(C)nn1C,1%,-21%,7%
COc1cc(/C=N/NC(=O)c2csc3c2CCCC3)cc(OC)c1O,-4%,5.2µM*,0%
O=C1CCC(/C=C/c2ccccc2)=NN1Cc1ccccc1Cl,14%,u,0%
CNc1nc2ccccc2n1N,7%,-16%,-3%
CCn1c(/C=C2\C(=O)N(C(C)C)c3ccccc32)nc2ccccc2c1=O,24%,u,11%
CCn1cc(C(=O)NC(=S)Nc2cccc(O)c2)cn1,17%,-6%,-1%
CCOC(=O)c1sc2nc3c(cc2c1N)COC(C)(C)C3,-9%,-29%,-1%[56.1 µM]
C#CCOC(=O)CN1C(=O)c2cccc3cccc(c23)C1=O,-10%,0%,x
COc1ccc(Cl)cc1NC(=O)CN(C)C(=O)CSc1ccc2c(c1)OCCO2,x,-17%,4%
CC(=O)[C@@H]1[C@@H](C(=O)c2ccc(F)cc2)[C@]2(C(=O)Nc3ccccc32)[C@H]2C=Cc3cc(F)ccc3N12,-12%,u,x
O=C(NCCCN1CCCCC1)C1CCC(CNS(=O)(=O)c2cccc3nsnc23)CC1 (stereo not given),-2%,18%,2%
CN1/C(=C\C(=O)C(F)F)C(C)(C)c2ccccc21,-4%,-28%,4%
O=C(NC1CCCC1)c1ccc(CSc2nc3ccncc3n2Cc2cccc(F)c2)cc1,x,16µM*,3%
Cc1nc2ccc(NC(=O)c3ccc([N+](=O)[O-])cc3)cc2[nH]1,-13%,16µM*,x
Cc1cc(-c2ccccc2)nc(N2CCN(c3ccccn3)CC2)n1,-6%,u,-5%
Cc1ccccc1CN1CCNC(=O)C1CC(=O)NCCC1=CCCCC1 (stereo not given),-25%,7%,4%
CC(C)CCN(C(=O)CNC(=O)c1ccco1)C(C(=O)NC1CCCCC1)c1cccnc1 (stereo not given),-6%,-16%,4%
COc1ccc2c(c1)c(=O)oc1cc(OCC(=O)NCC3CCC(C(=O)O)CC3)ccc12 (stereo not given),u,5%,x
CCOC(=O)c1[nH]c(C)c(C(=O)C(C)C)c1C,22%,0%,-1%
O=C(COC(=O)c1ccc(CO)cc1)Nc1ccc(OC(F)F)cc1,-2%,7%,5%
Cc1ccc2oc(=O)c3cc(C(=O)NCCCN4CCc5ccccc5C4)sc3c2c1,u,u,3%
COc1cc(OC)cc(-c2nc(=S)n3ccsc3n2)c1,1%,0%,-1%
O=[N+]([O-])c1cc(Cl)ccc1N1CCOCC1,5%,-1%,5%
CC[C@H](C)C(N)c1cn([C@@H](CC(N)=O)C(=O)N2CCNCC2)nn1 (stereo not given in full),-3%,9%,0%
S=c1[nH]nc(-c2ccc(Br)cc2)n1-c1ccc(Br)cc1,1%,-16%,x
COc1ccc(N2C(=O)C3C(C2=O)C2C=CC3C23CC3)c([N+](=O)[O-])c1 (stereo not given),-5%,-5%,5%
O=C(NNC(=S)Nc1ccc(F)cc1)c1cccc([N+](=O)[O-])c1,-3%,-3%,9%
O=[N+]([O-])c1ccc(-n2ccnc2)cc1,6%,-2%,7%
CCOCCCNC(=O)c1cc(-c2ccc(Br)s2)nc2ccccc12,-1%,u,x
O=C(CN1C(=O)NC2(CCCC2)C1=O)Nc1cccc(C(F)(F)F)c1,-10%,-18%,11%
CCOC(=O)c1sc(NC(=O)CSc2nc(C)cc(-c3ccccc3)n2)c(C#N)c1C,7%,-14%,-5%
CC1CCN(c2c(NCC3CCC(C(=O)N4CCc5ccccc5C4)CC3)c(=O)c2=O)CC1 (stereo not given),3%,u,0%
COC(=O)C1=C(C)N(CCC2=CCCCC2)C(=O)C1,-3%,u,-1%
CCOc1ccc(S(=O)(=O)NCCSCc2ccco2)cc1,-8%,-18%,0%
CCc1n[nH]c(=S)n1/N=C/c1cc(Br)c(OC)cc1OC,-12%,-14%,5%
O=C(Cn1c(SCC(=O)NC2CCCC2)nnc1-c1ccncc1)Nc1ccc2c(c1)OCO2,1%,-27%,5%
CC(NC(=O)COC(=O)c1ccccc1SCC(=O)N1CCCC1)c1ccccc1 (stereo not given),-1%,2%,3%
CN(CC(=O)Nc1ccccc1Cl)C(=O)c1ccc(-c2cccc(C(F)(F)F)c2)o1,20%,u,1%
CCC(CC)C(=O)NCCc1cc2cc(C)c(C)cc2[nH]c1=O,-1%,-19%,5%
O=C(Nc1cccc(C(F)(F)F)c1)c1ccc2nc(-c3ccco3)c(-c3ccco3)nc2c1,-7%,u,-5%
CCOC(=O)c1sc(=S)n(-c2cc(F)ccc2F)c1N,x,-28%,-1%
C[C@H](NS(=O)(=O)c1ccccc1)C(=O)OCC(=O)NC(=O)Nc1ccc2c(c1)OCCO2,-2%,-2%,1%

# Nothing new here: 4 of the compounds above.
SMILES,N370S GC mod,TDP1 cell noCPT,TDP1 inh
Cc1n[nH]c(=O)nc1NC(C)c1ccccc1 (stereo not given),5%,1%,4%
CCC(NC(=O)c1ccc2nc(Cc3ccc(OC)cc3)oc2c1)c1ccncc1 (stereo not given),-23%,3.7µM*,5%
Cc1ccccc1NS(=O)(=O)c1ccc(NC(=O)c2nc3ncccn3n2)cc1,-1%,2%,4%
Cc1ccc(C)c(S(=O)(=O)N2CCCC2CNC(=O)C(=O)NCc2ccccc2C)c1 (stereo not given),-9%,u,x
